# NSD2 block = NSD2 (human) methyltransferase inhibition | O96028 | NSD2-SET H3K36me1 DELFIA fluorescence, biochemical | inhibition, % at 12.5 µM | 0.07% of 44,000 active; in the data active means inhibition above about 54%, passing the limit was not always enough; inconclusive means no clear call, values can overlap the other calls;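 further: inhibitors reduce the monomethyl H3K36 fluorescence signal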
# Target sequence (O96028 whole entry, looked up): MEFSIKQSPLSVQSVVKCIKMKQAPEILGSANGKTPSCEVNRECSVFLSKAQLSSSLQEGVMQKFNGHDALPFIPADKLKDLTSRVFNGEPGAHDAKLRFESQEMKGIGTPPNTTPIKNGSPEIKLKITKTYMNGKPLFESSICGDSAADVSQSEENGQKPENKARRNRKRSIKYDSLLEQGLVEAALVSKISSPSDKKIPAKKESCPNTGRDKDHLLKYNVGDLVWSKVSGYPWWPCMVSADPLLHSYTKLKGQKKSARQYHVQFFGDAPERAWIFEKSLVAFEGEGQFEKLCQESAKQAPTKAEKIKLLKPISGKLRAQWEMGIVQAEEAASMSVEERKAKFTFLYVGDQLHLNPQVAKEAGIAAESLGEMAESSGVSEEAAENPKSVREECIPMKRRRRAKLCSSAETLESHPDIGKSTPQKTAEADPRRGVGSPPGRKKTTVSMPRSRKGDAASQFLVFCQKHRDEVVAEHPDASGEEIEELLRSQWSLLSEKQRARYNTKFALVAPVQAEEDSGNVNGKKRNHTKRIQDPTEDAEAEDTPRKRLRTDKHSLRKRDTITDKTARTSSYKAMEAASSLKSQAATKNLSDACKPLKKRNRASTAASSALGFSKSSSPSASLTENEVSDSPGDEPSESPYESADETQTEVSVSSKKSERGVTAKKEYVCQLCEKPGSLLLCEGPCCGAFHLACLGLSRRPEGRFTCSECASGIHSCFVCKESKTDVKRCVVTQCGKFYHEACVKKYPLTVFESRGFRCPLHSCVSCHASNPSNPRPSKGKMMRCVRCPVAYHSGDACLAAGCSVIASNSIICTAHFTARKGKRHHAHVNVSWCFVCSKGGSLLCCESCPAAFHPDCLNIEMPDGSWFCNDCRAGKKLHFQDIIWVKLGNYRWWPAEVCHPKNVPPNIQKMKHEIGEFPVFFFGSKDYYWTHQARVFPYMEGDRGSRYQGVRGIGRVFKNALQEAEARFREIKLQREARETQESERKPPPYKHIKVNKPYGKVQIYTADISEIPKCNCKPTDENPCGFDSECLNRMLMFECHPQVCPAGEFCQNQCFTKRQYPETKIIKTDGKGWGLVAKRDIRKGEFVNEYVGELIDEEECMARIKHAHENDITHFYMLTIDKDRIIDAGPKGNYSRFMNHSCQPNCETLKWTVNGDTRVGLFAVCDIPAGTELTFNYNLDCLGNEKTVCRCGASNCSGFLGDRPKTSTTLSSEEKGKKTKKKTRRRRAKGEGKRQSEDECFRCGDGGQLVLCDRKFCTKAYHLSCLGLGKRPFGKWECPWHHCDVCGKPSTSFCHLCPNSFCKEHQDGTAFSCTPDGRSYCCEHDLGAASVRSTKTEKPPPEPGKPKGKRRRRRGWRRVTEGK
# * hit, by the source's call; ? = inconclusive.
SMILES,NSD2 block
COc1ccc(/C=N/NC(=O)CCCCCCC(=O)Nc2ccccc2O)c(O)c1,2
C[C@@H]1CCCCO[C@@H](CN(C)C(=O)Nc2ccccc2)[C@@H](C)CN([C@H](C)CO)C(=O)c2cc(NC(=O)Cc3ccccc3)ccc2O1,?
CNC[C@@H]1Oc2ncc(C#CC3CCCCC3)cc2C(=O)N([C@H](C)CO)C[C@@H]1C,-8
COc1ccc(S(=O)(=O)Nc2ccc3c(c2)C(=O)N([C@@H](C)CO)C[C@@H](C)[C@@H](CN(C)Cc2ccc(-c4ccccc4)cc2)O3)cc1,-2
C[C@@H]1CN([C@H](C)CO)S(=O)(=O)c2ccc(C#CC(C)(C)O)cc2O[C@@H]1CN(C)C(=O)CN(C)C,-4
CC(C)NC(=O)N(C)C[C@H]1Oc2ccc(NS(=O)(=O)c3cccs3)cc2C(=O)N([C@@H](C)CO)C[C@H]1C,1
C[C@H]1CN([C@@H](C)CO)C(=O)c2cc(C3=CCCCC3)cnc2O[C@H]1CN(C)S(=O)(=O)c1cn(C)cn1,4
COC(=O)CCCCCCC(=O)Nc1ccc(NC(=O)CCCC[P+](c2ccccc2)(c2ccccc2)c2ccccc2)cc1,6
CN1CCN(C(=O)C[C@H]2C[C@H]3c4cc(NS(=O)(=O)c5ccc(F)cc5)ccc4O[C@H]3[C@H](CO)O2)CC1,-2
C[C@@H]1CN([C@H](C)CO)C(=O)c2cc(NC(=O)C3CC3)ccc2O[C@H]1CN(C)S(=O)(=O)c1ccc(F)cc1,2
C[C@H](CO)N1C[C@H](C)[C@@H](CN(C)C(=O)c2cccnc2)Oc2ncc(C3=CCCCC3)cc2C1=O,-2
Cc1noc(C)c1S(=O)(=O)Nc1ccc2c(c1)CC(=O)N([C@@H](C)CO)C[C@H](C)[C@@H](CN(C)S(=O)(=O)c1ccccc1)O2,-4
C[C@@H]1CN([C@@H](C)CO)C(=O)c2cc(NS(=O)(=O)c3ccc(Cl)cc3)ccc2O[C@@H]1CN(C)S(=O)(=O)c1cccs1,-3
O=C(CCCCCCC(=O)N/N=C/c1ccc(O)cc1)NO,2
C[C@@H]1CN([C@@H](C)CO)C(=O)c2cc(NC(=O)Cc3cn(C)c4ccccc34)ccc2O[C@@H]1CN(C)S(=O)(=O)c1ccc(Cl)cc1,-1
O=C(C1=C[C@H](c2coc3ccccc3c2=O)C[C@H](OCc2ccc(CO)cc2)O1)N1CCOCC1,-4
C[C@H]1CCCCO[C@H](CN(C)S(C)(=O)=O)[C@@H](C)CN([C@@H](C)CO)C(=O)c2cc(NC(=O)C3CCCCC3)ccc2O1,1
C/C=C/c1ccc2c(c1)O[C@H](CN(C)C(=O)CN1CCOCC1)[C@@H](C)CN([C@@H](C)CO)S2(=O)=O,-13
Cc1ccc(S(=O)(=O)N[C@@H]2C=C[C@@H](CC(=O)O)O[C@@H]2CO)cc1,0
COCC(=O)N(C)C[C@H]1Oc2ncc(-c3ccc(C)cc3)cc2C(=O)N([C@H](C)CO)C[C@H]1C,6

# Part of the list above in order of molecular weight, descending.
SMILES,NSD2 block
COc1ccc(S(=O)(=O)Nc2ccc3c(c2)C(=O)N([C@@H](C)CO)C[C@@H](C)[C@@H](CN(C)Cc2ccc(-c4ccccc4)cc2)O3)cc1,-2
C[C@@H]1CN([C@@H](C)CO)C(=O)c2cc(NS(=O)(=O)c3ccc(Cl)cc3)ccc2O[C@@H]1CN(C)S(=O)(=O)c1cccs1,-3
COC(=O)CCCCCCC(=O)Nc1ccc(NC(=O)CCCC[P+](c2ccccc2)(c2ccccc2)c2ccccc2)cc1,6
Cc1noc(C)c1S(=O)(=O)Nc1ccc2c(c1)CC(=O)N([C@@H](C)CO)C[C@H](C)[C@@H](CN(C)S(=O)(=O)c1ccccc1)O2,-4
C[C@H]1CCCCO[C@H](CN(C)S(C)(=O)=O)[C@@H](C)CN([C@@H](C)CO)C(=O)c2cc(NC(=O)C3CCCCC3)ccc2O1,1
C[C@@H]1CN([C@H](C)CO)C(=O)c2cc(NC(=O)C3CC3)ccc2O[C@H]1CN(C)S(=O)(=O)c1ccc(F)cc1,2
CN1CCN(C(=O)C[C@H]2C[C@H]3c4cc(NS(=O)(=O)c5ccc(F)cc5)ccc4O[C@H]3[C@H](CO)O2)CC1,-2
C[C@H]1CN([C@@H](C)CO)C(=O)c2cc(C3=CCCCC3)cnc2O[C@H]1CN(C)S(=O)(=O)c1cn(C)cn1,4
C[C@@H]1CN([C@H](C)CO)S(=O)(=O)c2ccc(C#CC(C)(C)O)cc2O[C@@H]1CN(C)C(=O)CN(C)C,-4
C[C@H](CO)N1C[C@H](C)[C@@H](CN(C)C(=O)c2cccnc2)Oc2ncc(C3=CCCCC3)cc2C1=O,-2
O=C(C1=C[C@H](c2coc3ccccc3c2=O)C[C@H](OCc2ccc(CO)cc2)O1)N1CCOCC1,-4
COCC(=O)N(C)C[C@H]1Oc2ncc(-c3ccc(C)cc3)cc2C(=O)N([C@H](C)CO)C[C@H]1C,6
Cc1ccc(S(=O)(=O)N[C@@H]2C=C[C@@H](CC(=O)O)O[C@@H]2CO)cc1,0
O=C(CCCCCCC(=O)N/N=C/c1ccc(O)cc1)NO,2

# (cont.)
SMILES,NSD2 block
Cc1ccc(S(=O)(=O)Nc2cccc3c2O[C@@H](CN(C)Cc2ccc(C(F)(F)F)cc2)[C@H](C)CN([C@@H](C)CO)C3=O)cc1,-4
CCCCCCN(CCCCCC)C(=O)Cc1c(-c2ccc(F)cc2)[nH]c2ccccc12,-6
CNC[C@@H]1Oc2ccc(NC(=O)NC3CCCCC3)cc2C(=O)N([C@@H](C)CO)C[C@@H]1C,14
CC1(C)[C@H]2CC=C(/C=N\NC(=O)CCCCCCC(=O)O)[C@@H]1C2,1
CC(C)NC(=O)N(C)C[C@@H]1Oc2cc(C#Cc3ccc(F)cc3)ccc2S(=O)(=O)N([C@H](C)CO)C[C@@H]1C,19
CC(C)NC(=O)N(C)C[C@H]1OCCCC[C@H](C)Oc2ccc(NS(=O)(=O)c3cccs3)cc2C(=O)N([C@H](C)CO)C[C@@H]1C,3
O=c1[nH]c2cc(Cl)ccc2c(-c2ccccc2)c1SC1=NCCS1,1
CCCNC(=O)N(C)C[C@H]1Oc2cc(C#C[C@@H](C)O)ccc2S(=O)(=O)N([C@H](C)CO)C[C@H]1C,1
C[C@H]1CN([C@@H](C)CO)C(=O)c2cc(C#CC3CCCC3)cnc2O[C@@H]1CN(C)Cc1ccncc1,-3
C[C@H]1CN([C@@H](C)CO)C(=O)c2cccc(NC(=O)c3ccncc3)c2O[C@H]1CN(C)C(=O)Nc1ccccc1,4
O=C(C[C@@H]1C=C[C@H](NC(=O)Cc2cccnc2)[C@@H](CO)O1)Nc1ccccc1,2
C[C@H](CO)N1C[C@H](C)[C@@H](CN(C)S(=O)(=O)c2ccccc2)Oc2ccc(NC(=O)C3CC3)cc2C1=O,3
O=C(NCc1ccc(Cl)cc1)C1=C[C@H](c2coc3ccccc3c2=O)C[C@H](OCCCCO)O1,-15
C[C@@H]1CN([C@@H](C)CO)C(=O)CCCn2cc(nn2)CO[C@H]1CN(C)S(=O)(=O)c1ccc2c(c1)OCCCO2,-3
Cc1ccc(S(=O)(=O)N(C)C[C@H]2OCCCC[C@H](C)Oc3ccc(NC(=O)Nc4ccc5c(c4)OCO5)cc3C(=O)N([C@@H](C)CO)C[C@@H]2C)cc1,3
COc1ccc(S(=O)(=O)N(C)C[C@@H]2Oc3c(NC(=O)c4nc5ccccc5s4)cccc3C(=O)N([C@H](C)CO)C[C@@H]2C)cc1,2
COCC(=O)N(C)C[C@H]1Oc2cc(-c3ccc(C)cc3)ccc2S(=O)(=O)N([C@@H](C)CO)C[C@@H]1C,-6
C[C@H](CO)N1C[C@H](C)[C@@H](CN(C)Cc2ccc(C(F)(F)F)cc2)Oc2ccc(NC(=O)CCCN(C)C)cc2C1=O,2
Cc1ccc(S(=O)(=O)Nc2cccc3c2O[C@H](CN(C)C(=O)Nc2ccc(F)cc2)[C@@H](C)CN([C@@H](C)CO)C3=O)cc1,1
C[C@@H]1CN([C@@H](C)CO)C(=O)c2cc(-c3cccc(F)c3)cnc2O[C@H]1CN(C)C(=O)c1cccc(F)c1,-1
CCCC#Cc1cnc2c(c1)C(=O)N([C@@H](C)CO)C[C@H](C)[C@@H](CN(C)C(=O)NCCC)O2,-7
C[C@H](CO)N1C[C@H](C)[C@H](CN(C)C(=O)Nc2ccc(F)cc2)Oc2ccc(NS(=O)(=O)c3ccc(F)cc3)cc2C1=O,-1
C[C@@H]1CN([C@@H](C)CO)C(=O)c2cc(NS(C)(=O)=O)ccc2O[C@H]1CN(C)C(=O)Nc1ccc(C(F)(F)F)cc1,1
C[C@H](CO)N1C[C@H](C)[C@H](CN(C)C)OCc2cn(nn2)CCCC1=O,-5
C[C@H](CO)N1C[C@H](C)[C@H](CN(C)S(=O)(=O)c2ccccc2)Oc2c(NC(=O)c3nc4ccccc4s3)cccc2C1=O,?
C[C@@H]1CN([C@@H](C)CO)C(=O)CCCn2cc(nn2)CO[C@H]1CN(C)Cc1ccc(O)cc1,9
COCC(=O)N(C)C[C@H]1Oc2ncc(-c3ccc(C)cc3)cc2C(=O)N([C@@H](C)CO)C[C@H]1C,1
Cc1ccc(S(=O)(=O)N(C)C[C@H]2Oc3ccc(NC(=O)CCN4CCOCC4)cc3CC(=O)N([C@H](C)CO)C[C@@H]2C)cc1,0
CCCC#Cc1cnc2c(c1)C(=O)N([C@@H](C)CO)C[C@@H](C)[C@@H](CN(C)C(=O)Cc1cccnc1)O2,5
O=C(C[C@H]1C[C@H]2c3cc(NC(=O)C4CCOCC4)ccc3O[C@H]2[C@H](CO)O1)NCC1CC1,8
C[C@H](CO)N1C[C@H](C)[C@@H](CN(C)C(=O)Nc2ccc(F)cc2)Oc2c(NC(=O)CCCCCC(=O)Nc3ccccc3N)cccc2C1=O,0
Cc1ccc(S(=O)(=O)Nc2ccc3c(c2)C(=O)N([C@H](C)CO)C[C@@H](C)[C@@H](CN(C)Cc2ccc(Oc4ccccc4)cc2)O3)cc1,-12
CC(C)C#Cc1ccc2c(c1)O[C@@H](CN(C)C(=O)C1CCCCC1)[C@@H](C)CN([C@H](C)CO)S2(=O)=O,8
COc1cccc(NC(=O)N(C)C[C@@H]2Oc3cc(-c4cccc(C(=O)N(C)C)c4)ccc3S(=O)(=O)N([C@H](C)CO)C[C@@H]2C)c1,3
COc1ccc(CN(C)C[C@@H]2Oc3ccc(NC(=O)NC4CCCCC4)cc3CC(=O)N([C@H](C)CO)C[C@H]2C)cc1,-5
C[C@H](CO)N1C[C@H](C)[C@H](CN(C)S(=O)(=O)c2cccs2)Oc2ccc(NC(=O)CCCCCC(=O)Nc3ccccc3N)cc2C1=O,4
COCC(=O)Nc1ccc2c(c1)[C@H]1C[C@@H](CC(=O)NC3CCCCC3)O[C@H](CO)[C@H]1O2,1
CN(C)C(=O)C[C@H]1CC[C@@H](NC(=O)Nc2cccc(F)c2)[C@@H](CO)O1,-5
C[C@H]1CN([C@@H](C)CO)C(=O)c2cc(-c3cccc(F)c3)cnc2O[C@H]1CN(C)C(=O)c1cnccn1,-3
CCCNC(=O)N(C)C[C@H]1Oc2ncc(Br)cc2C(=O)N([C@H](C)CO)C[C@H]1C,2
Cc1cccc(S(=O)(=O)N(C)C[C@@H]2OCc3ccccc3-c3ccccc3C(=O)N([C@H](C)CO)C[C@@H]2C)c1,2
CCC(=O)N(C)C[C@@H]1Oc2cc(-c3ccccc3F)ccc2S(=O)(=O)N([C@H](C)CO)C[C@H]1C,1
C[C@@H]1CCCCO[C@H](CN(C)S(=O)(=O)c2cccs2)[C@@H](C)CN([C@H](C)CO)C(=O)c2cc(NC(=O)CCCN(C)C)ccc2O1,5
COc1ccc(C#Cc2cnc3c(c2)C(=O)N([C@H](C)CO)C[C@@H](C)[C@H](CN(C)C(=O)c2ccccc2F)O3)cc1,9
Cc1ccc(F)cc1S(=O)(=O)N[C@@H]1CCN(Cc2ccc(CC(C)C)cc2)C1,5
COCC(=O)Nc1ccc2c(c1)[C@@H]1C[C@H](CC(=O)NCc3cc(F)ccc3F)O[C@@H](CO)[C@@H]1O2,-5
COCCc1ccc(OCC(O)CNC(C)C)cc1 (centres undefined),1
C[C@@H]1CN([C@@H](C)CO)C(=O)Cc2cc(NC(=O)Nc3ccc(C(F)(F)F)cc3)ccc2O[C@@H]1CN(C)Cc1ccc(C(=O)O)cc1,-4
CCC(C)N(C)C(=O)c1cc2ccccc2c(-c2ccccc2Cl)n1 (centres undefined),-3
CCC(=O)N[C@@H]1C=C[C@@H](CC(=O)NCc2ccccc2OC)O[C@@H]1CO,7
# Remaining list, next part:
SMILES,NSD2 block
C[C@@H]1CCCCO[C@@H](CN(C)Cc2ccc(C(=O)O)cc2)[C@H](C)CN([C@H](C)CO)C(=O)c2cc(N(C)C)ccc2O1,1
CNC[C@@H]1Oc2ccc(NS(=O)(=O)c3ccc(C)cc3)cc2C(=O)N([C@H](C)CO)C[C@@H]1C,6
O=C(Nc1ccc2c(c1)[C@H]1C[C@@H](CC(=O)N3CCOCC3)O[C@H](CO)[C@H]1O2)c1ccc2c(c1)OCO2,3
COc1ccc(S(=O)(=O)N(C)C[C@@H]2Oc3ccc(NC(=O)Cn4cnnn4)cc3CC(=O)N([C@@H](C)CO)C[C@H]2C)cc1,-3
C[C@H](CO)N1C[C@H](C)[C@H](CN(C)S(=O)(=O)c2ccc(C#N)cc2)OCc2ccccc2-c2ccccc2C1=O,-1
C[C@H](CO)N1C[C@H](C)[C@H](CN(C)Cc2ccc3c(c2)OCO3)Oc2c(NC(=O)Nc3ccc(C(F)(F)F)cc3)cccc2C1=O,0
C#CCN(O[C@@H](/C=C/[C@@H](O)Cc1ccccc1)C1CC1)[C@@H](Cc1ccc(N=[N+]=[N-])cc1)C(=O)OC,5
CCOC(=O)C1CCCN(C(=O)c2c[nH]n3c(=O)c(Cc4ccc(Cl)cc4)c(C)nc23)C1 (centres undefined),-9
CC(C)NC(=O)N(C)C[C@H]1OCCCC[C@@H](C)Oc2ccc(NC(=O)Cc3ccccc3)cc2C(=O)N([C@H](C)CO)C[C@@H]1C,15
Cc1ccc(S(=O)(=O)Nc2ccc3c(c2)C(=O)N([C@@H](C)CO)C[C@@H](C)[C@H](CN(C)C)O3)cc1,3
C[C@@H]1CN([C@H](C)CO)C(=O)c2cc(NC(=O)C3CC3)ccc2O[C@@H]1CN(C)Cc1ccc(C(=O)O)cc1,0

# Screening data: PubChem, Broad Institute

# These rows are one share of the data. The share of hits here may be higher or lower than overall.
